# mIAP act = activators of mouse IAP, primary screen, biochemical, luminescence, uHTS | intestinal alkaline phosphatase [Mus musculus] | activation factor at 10 µM | actives 0.24% (n = 330,000) | muIAP, CDP-Star luminescence, 30 min; hits give high values; 1 = vehicle-only enzyme signal, 0 = enzyme-free wells;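 active = activation factor of at least 2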; also: the source names both 10 and 20 µM as test concentration; values of inactives mirror those of a sister screen read the other way
#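 Assay system: mouse IAP enzyme; Reagent: CDP-Star chemiluminescent phosphatase substrate; Compound: DMSO-dissolved test compounds; Incubation: 30 min, room temperature; Technique: luminescence from enzymatic CDP-Star hydrolysis; Controls: DMSO-only wells and no-enzyme negative control.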
# tim10-1 inh = growth inhibitors of tim10-1 mutant yeast, primary screen, luminescence, uHTS | actives 2.2% (n = 330,000) | S. cerevisiae tim10-1 ts strain growth, BacTiter-Glo, 24 h | inhibition, % at 20 µM;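 active = inhibition of at least 40%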;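 also: mutant grown at 25 °C; 0% = DMSO wells with yeast and 100% = wells holding no yeast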
# APOBEC3A inh = APOBEC3A ssDNA deaminase inhibitors, primary screen, selectivity assay for APOBEC3G inhibitor project, biochemical, FAM/TAMRA oligo cleavage fluorescence; DNA dC->dU-editing enzyme APOBEC-3A (Homo sapiens), P31941; recombinant A3A, FAM/TAMRA ssDNA deamination fluorescence; inhibition, % at 20 µM; actives 0.41% (n = 330,000); AID 493011, 2011;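 active = at least 40% inhibition at 20 µM here, with at most 30% in a related deaminase screen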;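 also: plate controls were A3A with DMSO for no effect and wells lacking A3A enzyme for full effect; some results filed as inactive read as strong as hits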
# Target sequence (P31941 whole entry, looked up): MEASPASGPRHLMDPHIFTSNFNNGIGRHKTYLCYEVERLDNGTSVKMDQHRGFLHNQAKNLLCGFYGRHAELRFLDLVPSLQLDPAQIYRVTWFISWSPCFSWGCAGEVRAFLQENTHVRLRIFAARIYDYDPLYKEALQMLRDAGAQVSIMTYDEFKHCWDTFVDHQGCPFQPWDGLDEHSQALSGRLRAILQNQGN
# TIM10 inh = growth inhibitors of isogenic TIM10 control yeast, primary screen, counter-screen for tim10-1 yeast inhibitor project, luminescence, uHTS. inhibition, % at 10 µM. actives 1.4% (n = 330,000). S. cerevisiae TIM10 strain growth, BacTiter-Glo luminescence, 24 h;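 active = inhibition of 40% or more at the single tested concentration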;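 also: wild-type TIM10 isogenic control strain grown at permissive 25 °C; 0% = DMSO yeast wells and 100% = minimal medium wells without yeast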
# mIAP block = inhibitors of mouse IAP, primary screen, biochemical, luminescence, uHTS | intestinal alkaline phosphatase [Mus musculus] | purified mouse IAP, CDP-Star luminescence, 30 min | inhibition, % at 10 µM | actives 0.2% (n = 330,000);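 active = inhibition of at least 40% at 10 µM in the primary screen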;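 also: plate controls were DMSO with enzyme for no effect and no enzyme wells for full effect; values of inactives mirror those of a sister screen read the other way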
# NALP3 yeast inh = NALP3 inflammasome inhibitors in reconstituted yeast, primary screen, luminescence, uHTS. AID 2825, 2010. actives 0.39% (n = 330,000). Yeast reconstituted NLRP3/ASC/caspase-1, beta-gal luminescence, 24 h. inhibition, % at 10 µM;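 active = inhibition of 50% or more; inactive = inhibition below 50%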;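 also: plate controls were induced DMSO wells for no effect and uninduced yeast grown without galactose for full effect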
# beta cell repl = inducers of MIN6 beta-cell proliferation, primary screen, ATP luminescence, uHTS; MIN6 cells proliferation, ATPlite luminescence, 48 h; cells starved in 0.2% serum; 100% = growth in 10% serum; proliferation, % at 10 µM; actives 0.29% (n = 330,000);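 active = compounds whose signal lies at least 3.5 SD above the mean of all wells on their plate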;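 also: 0% = DMSO-treated cells in low-serum medium and 100% = 10% serum control; some compounds called inactive have numbers as strong as hits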
# hIAP inh = human IAP inhibitors, primary screen, biochemical, luminescence, uHTS; Intestinal-type alkaline phosphatase (Homo sapiens), P09923; purified IAP, CDP-Star luminescence, 30 min; inhibition, % at 10 µM; actives 0.12% (n = 330,000);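 active = inhibition reaching a set limit with compound at 10 µM in the primary screen, cut at about 35% in these data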;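 also: plate controls were DMSO wells with enzyme for no effect and no-enzyme buffer wells for full effect; values of inactives mirror those of a sister screen read the other way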
# Target sequence (P09923 whole entry, looked up): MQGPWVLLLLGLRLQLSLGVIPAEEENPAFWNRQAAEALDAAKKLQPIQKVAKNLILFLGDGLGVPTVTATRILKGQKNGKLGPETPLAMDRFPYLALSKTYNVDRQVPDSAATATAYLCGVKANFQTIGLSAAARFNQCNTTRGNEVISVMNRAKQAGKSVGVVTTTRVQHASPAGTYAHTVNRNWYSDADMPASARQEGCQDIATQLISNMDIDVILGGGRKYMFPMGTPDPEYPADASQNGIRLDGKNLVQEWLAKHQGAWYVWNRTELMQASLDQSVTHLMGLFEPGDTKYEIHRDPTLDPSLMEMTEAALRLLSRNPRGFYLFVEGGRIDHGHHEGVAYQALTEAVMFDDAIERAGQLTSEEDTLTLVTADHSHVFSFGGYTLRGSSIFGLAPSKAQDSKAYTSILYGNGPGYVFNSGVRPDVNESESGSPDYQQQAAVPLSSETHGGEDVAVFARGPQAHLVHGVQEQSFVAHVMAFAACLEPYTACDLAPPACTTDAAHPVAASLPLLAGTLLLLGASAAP
# APOBEC3G inh = APOBEC3G DNA deaminase inhibitors, primary screen, biochemical, fluorescence, single-stranded DNA substrate, uHTS | DNA dC->dU-editing enzyme APOBEC-3G (Homo sapiens), Q9HC16 | recombinant A3G, ssDNA deamination FAM/TAMRA fluorescence | inhibition, % at 20 µM | actives 0.28% (n = 330,000) | AID 493012, 2011;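 active = inhibition of at least 40% at 20 µM, with no more than 30% in the related APOBEC3A deaminase screen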;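 also: plate controls were DMSO wells with A3G for no effect and wells lacking A3G enzyme for full effect; some compounds called inactive have numbers as strong as hits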
# Numbers without * were called inactive.
smiles	mIAP act	tim10-1 inh	APOBEC3A inh	TIM10 inh	mIAP block	NALP3 yeast inh	beta cell repl	hIAP inh	APOBEC3G inh
N#CC1(c2ccccc2)CCC(=O)N1c1ccccc1 (stereo not drawn)	0.968	28.6	2.5	22.6	3.2	5.0	-3.9	-6.3	9.3
CC1CCCC(C)N1C(=O)Cn1nnc(-c2ccccc2)n1 (stereo not drawn)	0.959	2.2	-4.5	15.9	4.1	13.5	1.9	6.2	-10.9
CCN1CCN(C(=O)Cn2nc(C)c3sc4ccccc4c3c2=O)CC1	1.02	11.6	-1.1	-9.0	-2.4	6.3	-2.3	13.1	-4.9
CCN1CCN(c2ncc(C(=O)Nc3ccccc3C(=O)OC)c3ccccc23)CC1	0.976	11.6	-2.1	12.3	2.4	7.4	-5.4	7.2	-5.5
O=C(NCc1ccccc1Cl)c1ccc(CS(=O)Cc2ccc(Cl)cc2)o1 (stereo not drawn)	0.988	23.7	-3.1	-5.0	1.2	20.5	6.8	-17.8	-5.5
O=C(c1cccc(F)c1)N1CCCC(C(=O)N2CCCCCC2)C1 (stereo not drawn)	1.08	11.0	-5.5	-13.5	-8.5	-13.7	-2.8	-6.7	-14.6
COc1ccc([C@@H]2[C@@H]3C(=O)N(C(C)(C)C)C(=O)[C@@H]3[C@]3(Cc4ccc(Cl)cc4)C(=O)N(c4cccc(F)c4)C(=O)N23)cc1	0.948	-2.4	-0.8	5.6	5.2	20.3	-5.8	-3.3	-4.1
N#Cc1cn(CCCOc2ccccc2)c2ccccc12	0.975	6.4	-7.2	-20.2	2.5	-17.7	-2.5	15.6	-1.1
CCOC(=O)c1c(NC(C)=O)sc(C(=O)NC2CCCC2)c1C	0.926	-25.1	-0.1	8.8	7.4	11.3	1.1	-5.5	-7.0
Cc1nc(-c2ccc(C(=O)Nc3cccc(Br)c3)cc2)cs1	1.03	20.1	1.6	39.3	-3.5	33.0	-5.2	4.3	2.9
COc1ccc(OC)c(C(=O)c2coc3ccc(O)c(CN(C)C)c23)c1	1.13	-5.4	-1.8	-1.6	-12.9	17.8	-2.4	-7.2	-3.9
Cc1ccc2nc3c(c(C(=O)OC4CCOC4=O)c2c1)CCCC3 (stereo not drawn)	0.966	17.2	2.2	-4.9	3.4	13.4	-1.4	-12.3	-3.3
CC1CCCC(C)N1C(=O)COc1ccccc1F (stereo not drawn)	0.998	-8.6	-1.3	-1.9	0.2	16.2	-1.8	-9.4	-5.0
O=C(Nc1cc(S(=O)(=O)N2CCOCC2)ccc1O)c1ccco1	0.929	5.4	-2.2	4.8	7.1	-0.5	-1.0	1.9	11.8
COc1ccccc1N1CCN(C(=O)c2cc(-c3ccc(Br)cc3)on2)CC1	0.931	37.4	1.5	23.9	6.9	10.8	-0.8	7.8	3.5
NCCc1nnc(SCc2ccccc2)o1	1.02	7.1	-4.1	-9.2	-2.5	61.4*	-0.5	-1.8	-10.0
NC(=O)NC(=O)COC(=O)/C=C/c1cccc(Br)c1	1.02	-30.0	-1.2	-9.3	-2.4	19.6	1.8	-1.6	-10.4
CC(=O)NCCOc1c(C)cc(S(N)(=O)=O)cc1C	1.04	11.1	0.1	-14.6	-3.8	-3.5	-1.9	-11.3	-6.5
Cc1ccc(CNc2ccc3c(c2)ncn3C)cc1	1.06	-22.3	0.2	-9.1	-6.4	1.5	-2.9	-7.8	-1.5
CC(=O)c1cccc(NC(=S)Nc2cccc3ccccc23)c1	0.898	33.6	-3.0	26.4	10.2	22.1	-7.0	5.0	0.1
CCN(C(=O)COC(=O)c1cc([N+](=O)[O-])ccc1N1CCCCC1)C1CCS(=O)(=O)C1 (stereo not drawn)	0.929	-0.9	2.5	3.8	7.1	21.2	-1.0	6.4	-6.2
CCN(Cc1ccccc1)S(=O)(=O)c1ccc(F)cc1	0.955	-24.9	-4.7	0.4	4.5	24.8	-1.1	5.4	-2.6
Cc1ccc(NC(=O)CCNS(=O)(=O)c2ccc(Br)cc2)cc1S(=O)(=O)N1CCOCC1	0.906	-14.9	-2.5	-1.5	9.4	7.9	-1.1	3.8	-9.7
C#CCN1C(=O)S/C(=C/c2cc(C)n(CC)c2C)C1=O	0.891	10.7	-5.3	-5.3	10.9	13.9	0.0	7.4	-5.4
O=C(OC1CCOC1=O)c1cc(-c2cccs2)nc2ccccc12 (stereo not drawn)	0.941	34.7	1.5	13.8	5.9	2.8	0.1	-4.6	-5.6
CNc1ccccc1C(C)(C)c1ccn[nH]1	0.992	2.0	-0.6	0.8	0.8	14.6	2.2	4.8	1.7
COc1ccc(CN2C3CCCC2CC(NC(=O)/C=C/c2ccccc2)C3)cc1 (stereo not drawn)	0.96	-14.7	-0.5	-1.8	4.0	23.1	-2.0	3.3	-7.4
CC1(C)CC(=O)C(c2c[nH]c3ccccc23)C(=O)C1	1.06	-3.2	-4.9	4.5	-5.7	1.0	-0.2	-1.6	-11.6
C=CCNC(=O)c1cccc2c1C(=O)c1ccc(N3CCCC3)cc1S2(=O)=O	0.943	16.5	-2.2	6.5	5.7	27.6	-1.8	18.0	-9.3
CCCCCCCc1c(C#N)c(N)[nH]c(=S)c1C#N	0.902	13.1	0.1	14.5	9.8	26.9	-3.5	7.8	-4.2
C[C@@H]1CN([C@H](C)CO)C(=O)Cc2cc(NC(=O)Nc3ccccc3)ccc2O[C@@H]1CN(C)C(=O)Nc1ccc2c(c1)OCO2	1.73	5.0	-3.3	-5.7	-72.7	13.6	3.1	-17.5	-8.3
O=C(c1ccc2ccccc2c1)C1CCCN(C(=O)c2noc3c2CCCC3)C1 (stereo not drawn)	1.09	37.6	1.7	5.5	-9.1	-0.2	1.5	-21.9	-5.6
C#CCSc1ncc(-c2ccccc2)cn1	0.968	3.7	-2.7	0.3	3.2	9.5	-2.1	4.8	-3.0
COc1ccc(C2NC(=O)C(C)S2)cc1 (stereo not drawn)	0.946	12.6	9.9	-19.0	5.4	9.3	-1.7	-0.2	-3.0
CCOc1ccc(N(CC)C(=O)CCNC(=O)Cn2ccc3ccccc3c2=O)cc1	1.07	17.1	-0.1	-7.2	-6.7	7.2	-1.3	-5.5	-1.1
COCCCN(C(=O)CCOc1ccc(C)cc1)c1c(N)n(Cc2ccccc2)c(=O)[nH]c1=O	0.97	-22.8	1.2	-4.5	3.0	-4.2	-3.1	-25.6	-9.0
O=C(CC1OC(=O)c2ccccc21)Nc1cc(Cl)ccc1N1CCOCC1 (stereo not drawn)	1.14	-0.7	-2.9	-10.8	-14.1	14.6	-0.7	-1.9	-3.8
CCOc1ccccc1NC(=O)CCC(=O)Nc1ccc2nc(N3CCN(C)CC3)cc(C)c2c1	1.11	-4.3	-0.8	-1.2	-11.2	11.4	-4.0	-18.8	2.5
Cc1cc(-n2c(C)cc(C(=O)CSc3nc4ccccc4c(=O)n3Cc3ccco3)c2C)no1	0.886	17.8	1.1	-0.3	11.4	-2.0	-5.0	3.4	-3.5
Cc1ccc(-c2nc(CS(=O)CC(=O)NCCN3CCCCCC3)c(C)o2)cc1 (stereo not drawn)	1.01	5.2	-4.7	-5.6	-1.5	9.8	-2.0	-17.8	-6.7
O=C(c1cc(-c2ccccc2)on1)N1CCCCCC1	0.967	-8.8	0.0	-3.9	3.3	41.0	-2.0	1.6	-12.2
COC(=O)C1=C(C)NC(=O)NC1c1ccc(N2CCC(c3ccccc3)=N2)cc1 (stereo not drawn)	2.19*	-15.3	-3.3	-9.8	-119.0	2.4	-1.7	-20.8	-6.2
O=C(Nc1ccc(S(=O)(=O)N2CCCCC2)cc1)C1CCN(C(=O)c2ccc(F)cc2)CC1	1.05	21.6	28.0	6.0	-5.4	8.9	0.7	-12.3	4.4
COc1ccc(C(=O)Nc2nc(C)c(C)s2)cc1OC	0.872	-14.0	4.3	7.2	12.8	24.2	-3.4	-6.1	-5.6
CC(C)NC(=O)NC(=O)COC(=O)c1ccc([N+](=O)[O-])cc1Cl	1	10.5	1.7	16.6	-0.3	7.0	-0.1	-0.7	9.0
CCC(=O)c1ccc(N2CCN(S(=O)(=O)c3ccccc3)CC2)c(F)c1	1	7.2	4.6	19.3	-0.3	15.6	-0.1	10.3	-3.0
CCOc1ccc(C(=O)NCC(=O)OCc2cc(C(C)=O)ccc2OC)cc1	1	5.4	-8.7	5.9	-0.1	4.8	-0.6	-5.7	-6.3
O=C(c1ccco1)N1CCN(Cc2cccc(C(F)(F)F)c2)CC1	1.05	-2.9	-3.5	-1.1	-4.6	18.2	0.4	-11.0	-7.4
COc1ccc(NC(=O)C(=O)NCC2CCCN2S(=O)(=O)c2ccc(C)cc2)cc1 (stereo not drawn)	0.959	21.3	7.5	3.5	4.1	21.8	-7.4	8.9	5.1
Cc1cccc(Oc2nc3ccccn3c(=O)c2/C=C(\C#N)C(=O)NC2CCS(=O)(=O)C2)c1C (stereo not drawn)	0.923	-3.1	-0.9	8.9	7.7	7.6	-0.9	18.8	-6.0

# The closing two compounds of the section above lead into the next.
smiles	mIAP act	tim10-1 inh	APOBEC3A inh	TIM10 inh	mIAP block	NALP3 yeast inh	beta cell repl	hIAP inh	APOBEC3G inh
COc1ccc(NC(=O)C(=O)NCC2CCCN2S(=O)(=O)c2ccc(C)cc2)cc1 (stereo not drawn)	0.959	21.3	7.5	3.5	4.1	21.8	-7.4	8.9	5.1
Cc1cccc(Oc2nc3ccccn3c(=O)c2/C=C(\C#N)C(=O)NC2CCS(=O)(=O)C2)c1C (stereo not drawn)	0.923	-3.1	-0.9	8.9	7.7	7.6	-0.9	18.8	-6.0
Cc1ccc(C(=O)OCC(=O)c2c[nH]c3ccccc23)cc1	1.04	-3.5	2.8	14.7	-4.5	17.2	-3.5	-19.8	-0.4
COc1ccc(OC)c(NC(=O)CSc2ccc(-c3cccnc3)nn2)c1	1.01	2.3	0.3	-6.9	-0.6	20.7	-1.2	-8.9	-7.8
CCCn1c(N)c(C(=O)CSc2nnc(Cc3ccccc3)o2)c(=O)n(C)c1=O	1	20.3	1.6	1.5	0.0	14.3	-4.1	-15.0	-2.4
CCn1ccnc1CN1CCC(CO)(CCOc2ccccc2)CC1	1	-11.8	-0.8	-17.1	-0.5	-0.1	-1.4	-3.2	-3.9
N#CCc1ccc(OC(=O)c2cccnc2)cc1	1.06	19.6	-5.1	2.6	-6.4	14.0	1.1	-12.2	-4.9
CCN(C(=O)c1ccc(S(=O)(=O)N2CCOCC2)cc1)C1CCS(=O)(=O)C1 (stereo not drawn)	1	-3.1	-3.7	10.8	0.0	-0.8	-0.7	7.8	-7.9
CC(C)CC(=O)Nc1nc2ccc(S(C)(=O)=O)cc2s1	1.02	7.0	-0.2	-6.2	-2.1	7.5	-3.4	-32.3	-6.3

# From PubChem BioAssay
